Screening data: PubChem BioAssay, National Center for Advancing Translational Sciences (NCATS)
GAA inh: inhibitors of human lysosomal alpha-glucosidase. P10253. purified human GAA, 4-MU-alpha-glucoside fluorescence. Potency, µM (series often up to 76.9 µM), without a hit: top-dose activity change, negative = inhibition, actives largely listed as inhibitors. 0.005% of 200,000 active. AID 1466;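 note: potency is the fitted concentration of half-maximal effect; plate controls were uninhibited enzyme wells for no effect and no-enzyme background for full effect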
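Read-out is 4-methylumbelliferone fluorescence (Ex 365/Em 440 nm) after NaOH/glycine stop at pH 10. Enzyme 4 nM, substrate 400 uM, pH 5.0 citrate buffer, 20 min room temperature; AC50 from Hill-equation concentration-response.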
GAA glycogen: GAA glycogen-cleavage inhibition or activation; P10253; 0.38% of 300,000 active; Potency, µM (series often up to 76.4 µM), inactives show top-dose activity change, negative = inhibition, hits mostly inhibitors; recombinant GAA, glycogen substrate, Amplex Red glucose oxidase fluorescence;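 note: potency is the fitted concentration of half-maximal effect; 0% = full enzyme reaction and -100% = no-enzyme basal signal; the screen sought inhibitors and activators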
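qHTS, 1536-well; enzyme 4 nM final; cpd up to 77 uM; substrate bovine liver glycogen 30 ug; 50 mM citrate/phosphate pH 5.0, 0.01% Tween-20; 37 C, 40 min; Amplex Red detection 45 min RT; Hill fit → AC50.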
CBFb-RUNX1 inh: inhibitors of human CBF-beta and RUNX1 interaction | AlphaScreen CBFb-His/RUNX1-biotin binding, biochemical | 230,000 tested, under 10 active | Potency, µM (top dose mostly 59.8 µM), for inactives: top-dose activity, negative = inhibition, actives largely listed as inhibitors | Q01196+Q13951; note: % of control where 0% means no effect
Target sequence (Q01196 whole entry, looked up): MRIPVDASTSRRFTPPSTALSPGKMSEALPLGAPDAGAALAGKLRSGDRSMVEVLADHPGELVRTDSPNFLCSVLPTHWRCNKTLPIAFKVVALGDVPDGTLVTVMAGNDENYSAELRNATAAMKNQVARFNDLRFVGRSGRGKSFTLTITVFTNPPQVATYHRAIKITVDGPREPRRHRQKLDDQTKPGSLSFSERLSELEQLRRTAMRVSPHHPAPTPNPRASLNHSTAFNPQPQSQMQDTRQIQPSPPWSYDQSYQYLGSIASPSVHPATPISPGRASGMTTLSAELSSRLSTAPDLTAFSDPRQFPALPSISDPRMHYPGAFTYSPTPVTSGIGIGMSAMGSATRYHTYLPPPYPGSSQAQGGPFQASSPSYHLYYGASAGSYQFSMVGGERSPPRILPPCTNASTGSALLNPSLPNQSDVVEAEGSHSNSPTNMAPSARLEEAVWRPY
Target sequence (Q13951 whole entry, looked up): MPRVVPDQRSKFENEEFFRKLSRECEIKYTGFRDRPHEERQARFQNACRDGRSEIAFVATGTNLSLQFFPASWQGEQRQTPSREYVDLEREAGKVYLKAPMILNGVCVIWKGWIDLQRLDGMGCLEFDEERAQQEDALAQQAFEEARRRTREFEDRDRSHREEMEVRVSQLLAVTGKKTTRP
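Room-temperature protein-protein interaction test with 30 nM each of His-tagged CBF-beta and biotinylated RUNX1, 15 min with compound, then 90 min with nickel plus streptavidin beads. Signal read in AlphaScreen mode.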
Lamin A splicing: LMNA splicing modulation; HeLa LMNA splicing GFP/RFP minigene ratio, 48 h; Potency, µM (doses to about 46.1 µM), without a hit: at the highest dose ratio change, negative = inhibition, most hits filed as inhibitors; 0.01% of 200,000 active; active = well fitted inhibition curve with a large enough effect in the signal ratio, with a control signal flat, not every such curve was filed as active; inconclusive = small, poorly fitted or top-dose-only effect, or effect the other way, or a change in a side signal; the % refers to the signal ratio; note: potency is the fitted concentration of half-maximal effect; % is set by controls: 0 for no effect and ±100 for the full control effect
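S3 HeLa cells stably expressing lamin A-EGFP splicing minigene plus DsRed2, 600 cells/well, 48 h compound exposure at 37C. Laser-scanning cytometry; analysed as GFP (500-530 nm)/RFP (575-640 nm) total intensity ratio; 0.5% DMSO vehicle.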
aGlu spleen mod: inhibits or activates alpha-glucosidase in human spleen homogenate; human spleen homogenate, 4-MU-alpha-glucoside fluorescence; Potency, µM (highest dose often 79.9 µM), without a hit: at the top dose activity change, negative = inhibition, most hits filed as inhibitors; 0.006% of 240,000 active; P10253;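 note: potency is the fitted concentration of half-maximal effect; 0% = enzyme with vehicle and -100% = no enzyme basal signal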
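Enzyme source: human spleen homogenate, 1 ug/well. Buffer 50 mM citric acid/K phosphate pH 5.0, 0.01% Tween-20. 4-MU-alpha-glucoside 1 mM; 37 C x 40 min; NaOH/glycine stop; fluorescence.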
HttQ103 aggreg: inhibitors of mutant huntingtin aggregate formation in PC12 cells | PC12 HttQ103-GFP aggregates, Acumen cytometry, 40 h | Potency, µM (top dose mostly 46.1 µM), inactives show top-dose activity change, negative = inhibition, actives largely listed as inhibitors | 1.1% of 220,000 active | AID 1688; note: potency is the fitted concentration of half-maximal effect; % is set by controls: 0 for no effect and ±100 for the full control effect; nearly all actives have a fitted effect of over 60% in size
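Compounds (qHTS titration) were added to PC12 cells expressing an ecdysone-driven HTT exon 1 Q103–GFP fusion after induction with 100 nM tebufenozide. Aggregate formation was measured as GFP objects in cell lysates.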
HTT ATP protect: cytoprotection in Huntington HTT-Q103 PC12 cell model. PC12 HTT-Q103 induced, cytoprotection, ATP luminescence, 40 h. Potency, µM (series often up to 56.4 µM), without a hit: cytoprotection (ATP increase), usual class: activators. 0.14% of 230,000 active. AID 1471;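 note: potency is the fitted concentration of half-maximal effect; % of control where 0% means no effect; nearly all actives have a fitted effect of over 45% in size; toxic huntingtin expression switched on by the ecdysone agonist tebufenozide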
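PC12 cells with ecdysone-inducible HTT exon 1 Q103-GFP, induced with 100 nM tebufenozide and co-treated with library compounds in a dose series (1536-well, 1500 cells/well). Cytoprotection read as ATP content by ATPlite luminescence.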
Starred values were filed as active, the others as inactive; ? = inconclusive; nt = no result given; & = joins results of further samples; [ ] = another dose, or the depositor's remark. Unless noted, calls come from the whole dose curve; as a rule, active = well fitted curve in the direction sought with a large enough effect; inconclusive = small, poorly fitted or top-dose-only effect, or another doubt; inactive = no such curve, though single readings can be large; an effect the other way counts as inactive or inconclusive. Hits appear at their usual frequency; 1.5% or so of the library scored in one or more.

SMILES	GAA inh	GAA glycogen	CBFb-RUNX1 inh	Lamin A splicing	aGlu spleen mod	HttQ103 aggreg	HTT ATP protect
CC(C(=O)Nc1cc([N+](=O)[O-])ccc1Cl)N1CCN(c2ccccc2)CC1 (stereo not drawn)	-2%	-2%	-4%	-2%	-2%	-15%	15%[1.9 µM]
COc1cc(C(=O)Nc2nccs2)ccc1OCc1c(C)noc1C	2%	10%	-3%	0%	2%	-1%	6%
COCCN(C(=O)COc1ccc(Cl)cc1)c1nnc(-c2cccnc2)s1	0%	6%	-4%	-6%	-6%	8%	12%[10 µM]
Cc1ccn2cc(-c3cc4ccccc4oc3=O)nc2c1	6%	-13%	4%	nt	-4%	0%[9.22 µM]	-15%[10 µM]
Cc1cn(C)c(=O)n(C)c1=O	nt	11%	13%	nt	1%	-3%[9.22 µM]	-13%[10 µM]
Cc1ccc2nc(Cl)c(C3CC(c4cccs4)=NN3C(=O)CCCC(=O)O)cc2c1 (stereo not drawn)	-3%	-3%	-12%	-3%	6%	-1%	30%[10 µM]
O=C(Nc1ccc(N2CCOCC2)c(Cl)c1)c1cccc(F)c1	-7%	10%	-4%	-6%	-9%	?	-3%[0.074 µM]
COc1ccc(-c2nnc(SCC(=O)NCCc3ccc(S(N)(=O)=O)cc3)o2)cc1OC	nt	12%	-2%	nt	0%	-1%[9.22 µM]	20%[10 µM]
CCO/C([O-])=N/c1c[n+](N2CCOCC2)no1	-11%[15.4 µM]	8%	3%	?	-3%	1%	-5%
O=C(c1ccc(Br)o1)N1CCN=C1SCc1cccnc1	-1%	-2%	1%	-8%	-6%	4%	-2%
O=C(N=Nc1c(O)[nH]c2ccccc12)c1ccccc1NS(=O)(=O)c1cccs1	3%	9%	8%	-4%	-2%	-10%	25%[0.074 µM]
CCOC(=O)c1sc(Nc2nc3c(OC)cccc3s2)cc1C	2%	?	-4%	?	-6%	1%	-11%[10 µM]
O=C(O)CC[C@H](NC(=O)c1ccccc1C(=O)O)C(=O)O	nt	nt	5%	?	4%	nt	nt
CC1=CC(C)(C)Nc2ccc(Cc3ccc4c(c3)C(C)=CC(C)(C)N4)cc21	nt	-24%	-18%	nt	-2%	16%[9.22 µM]	16%[10 µM]
O=C(C[n+]1cccc(CNC(=O)c2ccc(OC(F)F)cc2)c1)c1ccccc1	0%	-2%	8%	?	5%	-2%	-33%[inhibitor]
CCCCOc1ccc(C(=O)N/C(=C/C=C/c2ccccc2)C(=O)N2CCOCC2)cc1	-2%	-1%	-2%	?	2%	-21%	26%[0.074 µM]
COCC(C)n1c(C)cc(C(=O)COC(=O)c2oc3ccccc3c2C)c1C (stereo not drawn)	-1%	-8%	-23%	?	-19%	0%	4%
O=S(=O)(c1ccc(NC(=S)N/N=C/c2ccc(N3CCOCC3)cc2)cc1)N1CCOCC1	5%	5%	0%	?	-3%	3%	28%[0.074 µM]
c1nc(NC2CCCC2)c2[nH]cnc2n1	2%	-1%	1%	?	-2%	?	18%[10 µM]
CC(=O)Nc1ccc(C(=O)CSc2nnnn2C)cc1	nt	3%	16%	nt	-10%	0%[9.22 µM]	-3%[10 µM]
CCOc1c(Br)cc(C(N)=O)cc1OCc1ccccc1	9%	-3%	6%	-3%	0%	12%	nt
O=C(NCCC1=CCCCC1)C1CCN(C(=O)Nc2ccccc2)CC1	-14%	0%	8%	-14%	-7%	-1%	-10%[10 µM]
COCCCNc1nc2c(c(=O)[nH]c(=O)n2C)n1CCCc1ccccc1	1%	1%	-4%	3%	2%	8%	-12%
COc1cccc(C(=O)N(CN2CCCC2=O)c2ccccc2OC)c1	-11%	11%	-2%	?	-2%	-6%	4%
CCC(=O)/C=C1/Sc2ccccc2N1CC	-9%	-3%	2%	-6%	-1%	7.1µM*	3%[10 µM]
CC1=C(C(=O)Nc2ccccn2)C(c2ccc3c(c2)OCO3)C2=C(CC(C)(C)CC2=O)N1 (stereo not drawn)	-3%	0%	-8%	?	-3%	-8%	-24%
CC(=O)N(C)c1cccc([N+](=O)[O-])c1	4%	-20%	7%	nt	1%	-4%	-7%
O=C(c1ccc(S(=O)(=O)N2CCCCC2)cc1)N1CCN=C1SCc1cccnc1	?	-18%	1%	-4%	0%	-23%	-2%
CN1C[C@@H]2C(c3ccccc3)C3(c4ccc(C#N)cc4)CC2(C3)[C@H]1c1ccccc1 (stereo partly drawn)	nt	-2%	8%&0%	nt	0%&6%	-1%[9.22 µM]	-18%
CCOC(=O)c1nnc2ccnn2c1N	-6%	2%	2%	4%	-6%	11%	-22%
O=C(O)c1cc(N/N=C/c2ccc3c(c2)OCO3)ccc1Cl	-1%	-4%	-5%	nt	-2%	25%	-61%[inhibitor]
COC(=O)C1=C(C)C(c2ccc(OC)cc2)NC(=O)N1 (stereo not drawn)	7%	9%	-3%	nt	-3%	-4%	-17%
CCN(CC)C(=O)C(=O)N/N=C/c1ccc(C(=O)OC)cc1	1%	6%	3%	-4%	2%	5%	4%[1.9 µM]
O=C(NC1CCCC1)C(c1ccco1)N(Cc1ccccc1)C(=O)c1csnn1 (stereo not drawn)	-1%	3%	7%	1%	-3%	15%	-8%
COc1ccc2c(CC(=O)Nc3c(C)n(C)n(-c4ccccc4)c3=O)coc2c1	-2%	-4%	11%	5%	0%	?	11%
Cc1c(/N=C/c2ccco2)n(Cc2ccccc2)c2ccccc12	-5%	-2%	-10%	2%	-9%	-9%	4%
CS(=O)(=O)c1ccc(SCC(=O)NC2CCS(=O)(=O)C2)c([N+](=O)[O-])c1 (stereo not drawn)	-2%	2%	7%	-26%[46 µM]	3%	8%	-32%
Cc1cc(Br)ccc1NC(=O)CN1C(=O)CCC1=O	?	4%	7%	1%	-2%	10%	6%
O=c1[nH]c(=S)c2ncn(-c3ccccc3)c2[nH]1	-14%	-19%	6%	nt	2%	-3%[9.22 µM]	3%[10 µM]
COc1ccc2c(=O)c(CC(=O)O)coc2c1	nt	nt	12%	nt	0%	nt	1%
O=C(CCC(=O)Nc1ccccc1)N/N=C/c1ccncc1	10%	22%	6%	-8%	11%	?	-47%[inhibitor]
O=C(O)CCC(=O)N1CCc2cc(S(=O)(=O)Nc3ccc4c(c3)OCCO4)ccc21	?	8%	-2%	-5%	-4%	13%	-16%
COc1ccc(N(C(C)C(=O)NN=C2CCCCCCC2)S(C)(=O)=O)cc1 (stereo not drawn)	5%	0%	-9%	nt	1%	-18%	-36%[inhibitor]
COc1cc2c(cc1O)CC[C@@H]1[C@@H]2CC[C@]2(C)[C@@H](O)CC[C@@H]12	-10%[15.4 µM]	?	-6%	?	-5%	nt	nt
CN(C)S(=O)(=O)Nc1ccccc1C(N)=O	-3%	1%	6%	-1%	0%	3.5µM*	-7%
Cc1ccc(S(=O)(=O)N[C@H]2COC(=O)C/C=C\[C@@H](C)[C@H](NS(=O)(=O)c3ccc(C)cc3)COC(=O)[C@H](C)NC(=O)C/C=C\[C@H]2C)cc1	nt	nt	7%[13.1 µM]	nt	-5%[17.4 µM]	nt	-40%[inhibitor][10 µM]
COc1ccccc1-c1noc(CCC(=O)Nc2cccc(C(F)(F)F)c2)n1	?	-6%	-1%	?	-20%	-4%	9%[0.074 µM]
CC(=O)NCc1ccc(S(=O)(=O)NC(C(=O)O)C(C)C)cc1 (stereo not drawn)	?	-1%	12%	-4%[46 µM]	0%	4%	-9%[10 µM]

Retrieved by structure from the entries so far:
SMILES	GAA inh	GAA glycogen	CBFb-RUNX1 inh	Lamin A splicing	aGlu spleen mod	HttQ103 aggreg	HTT ATP protect
COc1ccc2c(=O)c(CC(=O)O)coc2c1	nt	nt	12%	nt	0%	nt	1%
CS(=O)(=O)c1ccc(SCC(=O)NC2CCS(=O)(=O)C2)c([N+](=O)[O-])c1 (stereo not drawn)	-2%	2%	7%	-26%[46 µM]	3%	8%	-32%

Additional structures follow.
SMILES	GAA inh	GAA glycogen	CBFb-RUNX1 inh	Lamin A splicing	aGlu spleen mod	HttQ103 aggreg	HTT ATP protect
Cc1cc(C)n2nc(SCC(=O)N/N=C/c3ccc(F)cc3)nc2n1	1%	5%	-2%	3%	0%	0%	-10%
CCn1c(SC(C)C(=O)OC)nnc1-c1c[nH]c2ccccc12 (stereo not drawn)	-3%	8%	0%	2%	5%	-4%	-9%
O=C(CSc1n[nH]c(=O)n1C1CC1)NCc1ccccc1	nt	4%	9%	nt	4%	18%[9.22 µM]	-4%[10 µM]
O=C(Oc1cccc(Oc2ccccc2)c1)N1CCOCC1	-4%	7%	6%	-2%	-1%	0%	9%[10 µM]
Fc1ccc(NC(=S)NCCN2CCOCC2)c(F)c1F	1%	-10%	9%	-14%[46 µM]	-21%	7%	3%
COc1cc(C(=O)NCc2cccc3ccccc23)cc(Cl)c1OC	-3%	-15%	6%	3%	1%	-24%	6%
CCCCNc1c(NC(C)=O)c(=O)oc2ccccc12	-8%	-5%	6%	-9%	2%	3%	-4%[10 µM]
O=C(N=c1ccn(-c2nc3ccccc3nc2NS(=O)(=O)c2ccccc2)cc1)c1cccs1	4%	2%	2%	-3%	-7%	-13%	13%[10 µM]
CCn1c(=O)n(CC(=O)NCc2ccccc2OC)c(=O)c2ccccc21	-2%	1%	11%	-1%	-4%	14%	14%
CC(C)CC(CC(C)C)=NNC(=O)c1ccc(CSc2nncn2C)cc1	-8%	-5%	10%	-7%[46 µM]	5%	-5%	-24%
O=C1CN(C(=O)CNCc2ccccc2Cl)c2ccccc2N1	-2%	-6%	6%	nt	-2%	-1%[9.22 µM]	-4%[10 µM]
O=C(CC(Nc1ccccc1)c1ccc(F)cc1)c1ccccc1 (stereo not drawn)	10%	3%	4%	?	-7%	-17%	-7%[10 µM]
CNC(=O)CSc1nnc(C2CC2)n1-c1ccccc1	3%	2%	-4%	10%[46 µM]	5%	7%	-3%
CC12C(=O)N(c3cccc4cccnc34)C(=O)C1C1C=CC2C1 (stereo not drawn)	-11%	4%	-1%	2%	-4%	-3%	5%
O=C(COc1cccnc1[N+](=O)[O-])c1ccc(Cl)s1	-7%[15.4 µM]	-7%	?	nt	-13%	2%[9.22 µM]	-5%[10 µM]
CCc1ccc2c(c1)CCCN2C(=O)c1ccccc1C(=O)O	?	9%	0%	-1%	0%	?	-12%
Cc1ccc(/C=N\NC(=O)COc2ccc(C)cc2[N+](=O)[O-])cc1	-17%	1%	-4%	-4%[46 µM]	4%	-28%	-24%
